# MEKK2wt PB1 HTS: raises or lowers MEK5 binding to wildtype human MEKK2 PB1 domain. binding response (% of control), % at 10 µM. hit rate 1.1% among 290,000. bead flow cytometry, Alexa488-MEK5 binding to MEKK2 WT; actives lie on both sides; in the data active = binding response below about 67% or above about 130%
# VIM-2 inh: inhibitors of Pseudomonas aeruginosa VIM-2 metallo-beta-lactamase; hit rate 0.89% among 290,000; purified VIM-2, nitrocefin hydrolysis, epi-absorbance fluorescence; inhibition, % at 5.6 µM;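 active = inhibition above the mean of all tested compounds plus 3 SD, cutoff set per screening run, cut at about 7.5% in these data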;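 note: red hydrolysis product quenches plate fluorescence so inhibitors raise well fluorescence; 0% = enzyme with DMSO and 100% = DMSO without enzyme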
# DNA FID counter: fluorescent intercalator displacement, NS3 helicase counter-screen. DNA fluorescent intercalator displacement, fluorescence. inhibition, % at 7.9 µM. hit rate 0.17% among 290,000; in the data active = inhibition above about 37%;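 note: 0% = vehicle and 100% = reference compound; higher means more ethidium bromide displaced from hairpin DNA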
# M18AAP inhibitor: PfM18AAP enzyme inhibition; recombinant PfM18AAP, H-Glu-NHMec fluorogenic cleavage; inhibition, % at 7.35 µM; hit rate 1.2% among 290,000; AID 1822;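 active = inhibition above the campaign mean inhibition over all tested compounds plus 3 SD, cut at about 28% in these data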;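 note: 0% = plate median of test compound wells and 100% = 2 mM ZnCl2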
# NS3 helicase inh: blocks Hepatitis C virus NS3 helicase unwinding; NS3 helicase DNA unwinding, Cy5 molecular beacon fluorescence; inhibition, % at 10.9 µM; hit rate 0.56% among 290,000; AID 1800;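 active = inhibition above the mean of all tested compounds plus 3 SD, set per campaign, cut at about 35% in these data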;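 note: 0% = DMSO wells and 100% = thioflavine S control wells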
#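 Measured by: Cy5 fluorescence, 0 and 60 min reads / Assay system: NS3 helicase fragment of HCV / Control set: low DMSO, high thioflavine S at 110 µM / Times: 1 h reaction at 25 °C, ATP-initiated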
# UBC9 SUMO inh: inhibitors of human SUMOylation (UBC9) | P63279 | HTRF SUMOylation assay, SAE1/SAE2 + UBC9, in vitro | inhibition, % at 35 µM | hit rate 0.36% among 290,000; in the data active = inhibition above about 50%, passing the limit was not always enough; note: strong numbers were not always called active
# Target sequence (P63279 whole entry, looked up): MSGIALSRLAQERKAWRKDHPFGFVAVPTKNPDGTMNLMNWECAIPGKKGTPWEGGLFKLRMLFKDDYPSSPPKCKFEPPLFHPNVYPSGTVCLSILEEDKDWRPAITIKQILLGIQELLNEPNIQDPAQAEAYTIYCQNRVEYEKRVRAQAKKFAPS
# MEKK2 mut-MEK5: signal of MEK5 binding to mutant human MEKK2 PB1 domain. bead flow cytometry, Alexa488-MEK5 binding to MEKK2 mutant. percent response, % at 10 µM. hit rate 0.35% among 290,000. AID 1530; in the data active = percent response above about 24%, passing the limit was not always enough; note: inactives centre near 1; some results filed as inactive read as strong as hits
# NALP1 inh: blocks the NALP1 inflammasome reconstituted in yeast. S. cerevisiae NALP1/ASC/caspase-1 growth, X-gal OD620, 72 h. inhibition, % at 10 µM. hit rate 0.61% among 280,000; in the data active = inhibition mostly above about 24%, no sharp cut-off; inactive = mostly below about 32%; note: some compounds called inactive have numbers as strong as hits
# IMP-1 inhibitor: inhibitors of Pseudomonas aeruginosa IMP-1 metallo-beta-lactamase | purified IMP-1, nitrocefin hydrolysis, epi-absorbance fluorescence | inhibition, % at 5.6 µM | hit rate 0.45% among 290,000 | AID 1556;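 active = inhibition above the mean plus 3 SD of all compounds in the same screening run, cut at about 4.5% in these data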;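 note: 0% = IMP-1 with DMSO and 100% = DMSO wells lacking enzyme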
#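 System: purified IMP-1; amount: IMP-1 0.2 nM before substrate addition; compound: single dose, 5.6 µM; times: 25 °C, 15 min preincubation, 25 min reaction; signal: Epi-absorbance via hydrolysed-nitrocefin quenching of white-plate fluorescence, 480/530 nm, EDTA stop; benchmarks: DMSO with and without IMP-1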
# Starred values were filed as active, the others as inactive; nt = no result given; [ ] = remark or other dose.
SMILES,MEKK2wt PB1 HTS,VIM-2 inh,DNA FID counter,M18AAP inhibitor,NS3 helicase inh,UBC9 SUMO inh,MEKK2 mut-MEK5,NALP1 inh,IMP-1 inhibitor
COc1ccc(-n2nc3c(c2NC(=O)COc2ccccc2F)CS(=O)(=O)C3)cc1,110,-2.5,-21,1,-1,13,9,-3,-4.2
O=C(c1ccc(F)cc1)C1CCN(C(=O)Nc2ccc(F)cc2)CC1,102,-2.6,-8,-1,4,-6,2,0,-0.8
Cc1ccc(S(=O)(=O)/C(C#N)=C/c2c(Oc3ccc(Cl)cc3)nc3c(C)cccn3c2=O)cc1,89,-5.0,-3,0,-5,4,-3,16,-1.8
S=c1nc(-c2ccc(Br)cc2)oc2c1CCCC2,nt,-0.2,-6,-9,0,-4,nt,-9,-2.0
CCN1CCN(Cc2ccc(NC(=O)Nc3cccs3)cc2)CC1,112,-1.1,7,18,-30,-14,11,3,2.0
O=C(NCCN1CCOCC1)c1ccc(/C=C2\Sc3ccccc3N(Cc3ccccc3F)C2=O)cc1,106,-1.7,1,8,-93,-2,0,-2,-1.8
Cc1ccc(NC(=O)C(=O)NCCOc2ccc(Cl)cc2)c(C)c1,106,-0.9,-4,-3,-1,3,0,6,-0.4
Cc1ccc(C)c(C(=O)CSc2n[nH]c(C)n2)c1,97,-3.0,3,-8,5,29,0,20,-1.0
C=CCC(C#Cc1ccccc1)[N+](C)(C)CC=C (centres undefined),114,-0.4,0,-10,-5,13,-4,18,-2.5
CCOC(=O)C1(C)C=C(Nc2ccc(OC)cc2)C(=O)N1c1ccc(OC)cc1 (centres undefined),116,-3.1,-8,0,3,8,13,16,-4.0
Cc1cccc(-n2c(N)cc(=O)nc2SC(C)C(=O)NC2CCCCC2)c1 (centres undefined),117,-2.6,-6,-1,-6,22,8,18,-3.3
Cc1ccc(C(C)NC(=O)c2cc3ccccc3oc2=O)cc1C (centres undefined),103,-1.7,-26,5,-6,4,3,4,-4.8
Cc1nc(N2CCN(C)CC2)c2sc(=S)n(-c3ccccc3)c2n1,88,-2.5,-3,-7,2,10,-6,22,-3.2
COC(=O)c1ccc(NC(=S)NC2CC(C)(C)NC(C)(C)C2)cc1,99,-1.2,15,-1,-4,4,-2,13,-2.5
Cc1cccc(CNC(=O)C2CCC(=O)N(CCc3cccc(F)c3)C2)n1 (centres undefined),101,-0.8,-16,0,2,-9,0,4,-3.3
COC(=O)c1c(-c2ccc(C)cc2)csc1NC(=S)NC(=O)c1cc(OC)cc(OC)c1,100,-2.4,-2,2,6,-4,14,12,-1.9
Cc1cccc(/C=C2/Sc3ccc(C(=O)NCCN4CCCC4)cc3NC2=O)c1,183*,6.0,9,6,-90,6,46*,30,-0.3
CC(=O)N1C(O)CC(C)N1c1ccccc1 (centres undefined),101,-2.0,-1,-2,6,-12,1,29,-1.6
CCN(CC)CCN1C(=O)C(O)=C(C(=O)c2ccc(C)o2)C1c1ccccn1 (centres undefined),106,-3.0,-2,0,6,nt,8,nt,0.5
CC(C)C1Oc2ccccc2N(CC(=O)N(Cc2ccccn2)CC2CCCO2)C1=O (centres undefined),97,-0.7,-30,4,-6,26,0,9,-2.8
CCOc1cc(/C=C2\SC(=O)N(c3ccc(O)cc3)C2=O)ccc1O,92,10*,-8,4,-8,7,-3,22,-1.8
Cc1ccc(N=C(N)N=C(N)N)c(C)c1,95,-3.1,-4,1,-2,-25,-1,nt,-2.1
Cc1cccc(NC(=S)N/N=C/c2cccc(O)c2)c1C,104,-2.8,-7,7,-9,0,18,-9,-4.8
Cn1c(=O)c2c(nc(CN3CCN(CCO)CC3)n2Cc2cccc3ccccc23)n(C)c1=O,107,-0.5,13,0,-7,19,2,19,-2.2
Cc1ccc(NC(=O)CN2C(=O)S/C(=C\c3ccc(-c4cccc(C(=O)O)c4C)o3)C2=O)cc1C,93,-4.1,-10,-2,21,nt,-1,4,-1.4
Cc1cc(NC(=O)c2ccc(Cl)c(S(=O)(=O)N3CCCCC3)c2)no1,100,-1.5,-35,-8,9,3,-2,10,0.1
CCOC(=O)N1CCN(S(=O)(=O)c2cc(OCC)ccc2OCC)CC1,88,-0.9,-27,0,-2,19,-2,10,-0.3
Cc1ccc(N2C(=O)C(NC(=O)c3ccccc3F)(C(F)(F)F)C3=C2CC(C)(C)CC3=O)cc1 (centres undefined),94,-2.4,-21,-3,-3,-6,-1,-2,-1.3
CCOc1ccc(C(C(=O)NCC2CCCO2)N(C(=O)c2snc(C(N)=O)c2N)c2ccc(F)cc2)cc1 (centres undefined),94,-1.1,-34,0,-19,6,-5,4,-3.5
Fc1ccccc1C(c1nnnn1Cc1ccc2c(c1)OCO2)N1CCN(Cc2ccccc2)CC1 (centres undefined),103,-3.8,27,-8,-67,-17,0,nt,-4.0
CNC(=S)N(CCc1ccc(S(N)(=O)=O)cc1)C1CC(=O)N(c2ccccc2F)C1=O (centres undefined),101,-0.9,1,-9,-9,25,-7,22,-1.5
Nc1nccc(-c2cc(-c3ccc(Cl)cc3Cl)no2)n1,102,-2.0,0,-3,-1,16,0,5,-2.1
Cn1nnnc1SCC(=O)NC(=O)c1cccc([N+](=O)[O-])c1,87,-1.1,1,-2,8,-19,-4,nt,-0.7
CSc1nc2ccc(NC(=O)c3cc4ccccc4o3)cc2s1,127,-1.3,-1,-3,9,-3,30,39,-0.3
CCOC(=O)c1sc(N)c(C(=O)Nc2ccccc2OC)c1C,105,5.6,-5,23,-5,-2,-2,0,-1.1
O=C(CCN1CCN(c2ccccc2)CC1)N/N=C/c1ccccc1OC(F)F,98,0.1,1,1,-4,0,-3,2,-1.5
CCCc1cc(=O)[nH]c(SCC(=O)N2C(C)CCCC2C)n1 (centres undefined),113,-4.3,-30,0,-1,0,12,10,-2.5
CN1CCc2c(sc(NC(=O)C3COc4ccccc4O3)c2C(N)=O)C1 (centres undefined),103,-1.1,16,5,-15,19,-2,7,-0.6
Cc1ccc(Cl)cc1NC(=O)C1CCCCC1C(=O)O (centres undefined),99,-1.2,0,-1,-8,-2,-1,0,-2.4
Cc1cc(/C=N/n2cnnc2)c(C)n1-c1ccc(OCc2ccccc2F)cc1,97,1.0,-18,23,1,12,0,33,-2.7

# Structural class: the entries above with a furan ring, fused or not (3)
SMILES,MEKK2wt PB1 HTS,VIM-2 inh,DNA FID counter,M18AAP inhibitor,NS3 helicase inh,UBC9 SUMO inh,MEKK2 mut-MEK5,NALP1 inh,IMP-1 inhibitor
CCN(CC)CCN1C(=O)C(O)=C(C(=O)c2ccc(C)o2)C1c1ccccn1 (centres undefined),106,-3.0,-2,0,6,nt,8,nt,0.5
Cc1ccc(NC(=O)CN2C(=O)S/C(=C\c3ccc(-c4cccc(C(=O)O)c4C)o3)C2=O)cc1C,93,-4.1,-10,-2,21,nt,-1,4,-1.4
CSc1nc2ccc(NC(=O)c3cc4ccccc4o3)cc2s1,127,-1.3,-1,-3,9,-3,30,39,-0.3

# Additional results:
SMILES,MEKK2wt PB1 HTS,VIM-2 inh,DNA FID counter,M18AAP inhibitor,NS3 helicase inh,UBC9 SUMO inh,MEKK2 mut-MEK5,NALP1 inh,IMP-1 inhibitor
CCCCn1c(N)c(NCCC)c(=O)[nH]c1=O,100,-0.6,-1,-8,-2,-1,-1,28,-1.4
COC(=O)C1=C(C)N(c2ccc(OC)cc2)C(C)=C(C(=O)OC)C1c1ccc(OC)cc1,93,-2.4,-5,-5,7,7,-12,nt,38*
C#CCN1C(=O)S/C(=C\c2ccc(N3CCOCC3)cc2C)C1=O,93,-4.2,-9,1,0,14,-3,3,-1.8
CCOC(=O)CNC(=S)N(Cc1ccco1)Cc1ccccc1Cl,99,-6.0,-24,14,-7,-16,1,12,-2.8
Cc1ccc(-c2c[n+](Cc3ccc(Cl)cc3)c3n2CCC3)cc1,116,-1.4,5,-8,-10,20,30,28,-3.3
CCCOc1nc2c(c(=O)n(C)c(=O)n2C)n1C,104,-1.5,-5,4,4,1,3,10,-2.5
C/C(=N/NS(=O)(=O)c1ccc(C)c(C)c1)c1c[nH]c2ccccc12,100,1.7,-7,-20,-37,-8,-4,-70,-2.7
c1ccc2c(N3CCOCC3)nc(-c3ccncc3)nc2c1,101,2.6,-12,7,3,7,0,15,-1.3
Cc1nnc(NC(=O)CSc2nnc(C)n2Cc2ccccc2)s1,98,-2.7,-12,-1,4,4,3,-73,-5.8
CCc1ccc(Nc2nnc(SCC(=O)Nc3sccc3C(N)=O)s2)cc1,83,0.2,-11,6,-18,0,-3,18,-2.8
COc1ccc(-n2nc3c(c2NC(=O)CCCl)CSC3)cc1,104,-3.2,0,-1,-18,-13,-1,19,-1.3
C#Cc1ccc([C@H]2C=C(C(=O)N3CCN(Cc4ccc5c(c4)OCO5)CC3)O[C@@H](OCC)[C@@H]2CCCO)cc1,111,-1.0,-29,1,-10,-4,6,-17,-3.1
CSc1ccc(NC(=O)c2cccnc2)cc1C#N,95,-3.2,0,4,2,20,-3,7,-3.1
CCCCc1ccc(S(=O)(=O)N/N=C(/C)c2ccncc2)cc1,108,-0.2,-11,17,2,0,4,15,-0.3
Cc1ccn(CC(=O)NC2CC(C)(C)Cc3c2cnn3-c2ccc(F)cc2)n1 (centres undefined),101,-1.7,-42,2,0,9,-1,-2,-1.3
COC(=O)c1ccc(C(=O)OC)c(NC(=S)N2CCN(c3cc(Cl)ccc3C)CC2)c1,92,-2.7,-19,-6,1,0,-1,5,-2.2
O=C(O)c1cc(C(=O)O)cc(-c2ccc(/C=c3/sc4nc5ccccc5n4c3=O)o2)c1,61*[inhibitor],-2.1,-2,21,12,15,-37,2,-2.4
O=C(Nc1ccccc1N1CCOCC1)c1ccc2nc[nH]c2c1,101,0.2,-4,4,2,7,3,1,-3.2
COc1ccc(NC(=O)CN(c2cc(C)cc(C)c2)S(=O)(=O)c2c(C)n[nH]c2C)cc1,107,-1.7,-22,-5,3,5,3,17,-5.5
COc1ccc(/C=N/Nc2cc(C)nc3c(C)cccc23)cc1,279*,3.1,25,12,-70,16,71*,22,-3.4
CCN(C(=O)Cn1c(=O)oc2ccccc21)c1ccc(C)c(C)c1,100,-1.9,-25,-5,2,12,-1,9,-1.6
O=C(OCc1ccc(Cl)cc1Cl)c1ccncc1,102,-3.5,-2,2,-1,-12,6,25,-2.1
O=[N+]([O-])c1ccccc1OCCOCCOc1cccc2cccnc12,104,-2.1,-3,3,1,2,0,30,-3.8
COc1ccc(CS(=O)(=O)c2ncn[nH]2)cc1,100,-1.4,-3,-4,-8,3,2,1,-1.7
CC1CN(C(=O)/C(=C/c2ccco2)NC(=O)c2ccccc2)CC(C)O1 (centres undefined),98,-1.4,-20,15,-5,14,0,-10,-0.7
O=C(Nc1ccc(F)cc1)C(=O)c1c(O)[nH]c2ccc([N+](=O)[O-])cc12,100,-2.6,14,15,5,nt,3,-17,-3.6
Cc1ccc2c(c1)C(c1ccccc1)N(C(=O)c1ccc(S(=O)(=O)N3CCOCC3)cc1)CC(=O)N2 (centres undefined),95,0.6,-35,-5,-5,2,-2,21,-4.3
CCOC(=O)C1(Cc2ccccc2)CCN(Cc2cccc(OC)c2O)CC1,101,-2.2,8,3,0,-30,-3,-7,-2.1
CCn1c(CC(=O)Nc2ccc(F)cc2)nnc1SCC(=O)NC1CCCC1,98,1.0,-13,-1,8,7,-2,5,-0.1

# Screening results: PubChem, several laboratories

# No enrichment for hits; about 4.7% have a hit in one of these screens.
